Screening results deposited in PubChem by National Center for Advancing Translational Sciences (NCATS).
KB-V1 cytotox: kills drug-selected multidrug resistant KB-V1 cells. 400,000 compounds, 3.4% hits. Potency, µM (series often up to 46.1 µM), for the others: at the highest dose activity change, negative = cytotoxicity, hits mostly cytotoxic. KB-V1 MDR cells viability, CellTiter-Glo, 72 h; also: potency is read from the fitted curve at half-maximal effect; % is scaled to controls: 0 for no effect and ±100 for the full control effect; nearly all actives have a fitted effect of over 60% in size
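Cells of the MDR subline KB-V1 are plated, dosed with compound at multiple concentrations, and incubated 72 h at 37 degrees C; CellTiter-Glo is then added and luminescence read after 10 min.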
IL-1B inflam inh: blocks inflammasome-driven IL-1 beta release; THP-1 LPS/ATP IL-1B secretion, AlphaLISA, 16 h; hits give low values; activity change, % at 57.5 µM; 360,000 compounds, 4.7% hits; in the data active = activity change below about -50%; inconclusive = mostly about -30% to -49%; also: % is scaled to controls: 0 for no effect and ±100 for the full control effect
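Secreted IL-1B measured by AlphaLISA bead assay after 16 h compound exposure of THP-1 cells; compounds (final up to 57.5 uM) added 1 h before LPS (250 ng/mL) and ATP (1.25 mM) stimulation; lower signal means less secretion.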
KB-3-1 cytotox: KB-3-1 parental cell cytotoxicity | KB-3-1 viability, CellTiter-Glo ATP luminescence, 72 h | Potency, µM (highest dose often 46.1 µM), for the others: at the highest dose activity change, negative = cytotoxic, usual class: cytotoxic | 400,000 compounds, 1.4% hits; also: potency is read from the fitted curve at half-maximal effect; % is scaled to controls: 0 for no effect and ±100 for the full control effect; nearly all actives have a fitted effect of over 60% in size
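Cells are dispensed, compounds pinned in, plates held at 37 °C for 72 h, then CellTiter-Glo is added and luminescence read after 10 minutes. Cell line: parental KB-3-1 in phenol-red-free DMEM, 10% FBS.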
HT1080 IDH1KD tx: HT-1080 IDH1 knockdown cell toxicity (counter line) | HT-1080 IDH1 knockdown viability, ATP luminescence, 48 h | Potency, µM (doses to about 46.1 µM), for the others: at the top dose activity, negative = toxicity, usual class: cytotoxic | 360,000 compounds, 2% hits | AID 686971;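 also: potency is read from the fitted curve at half-maximal effect; 0% = DMSO wells and -100% = cell-free medium wells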
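In this qHTS, HT-1080 cells depleted of IDH1 are exposed for 48 h at 37 °C to compound titrations. Toxicity is scored from CellTiter-Glo luminescence, with DMSO as full viability and medium alone as none.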
MCF10A rerep: induces DNA re-replication in MCF 10a normal breast cells. 350,000 compounds, 2.9% hits. MCF 10A DNA re-replication, Hoechst nuclear intensity, 48 h. Potency, µM (doses to about 46.1 µM), for inactives: at the highest dose activity, positive = re-replication, usual class: activators; also: potency is read from the fitted curve at half-maximal effect; % of control where 0% means no effect; nearly all actives have a fitted effect of over 50% in size
HT1080NT lethal: kills 2HG-producing HT-1080-NT fibrosarcoma cells; HT-1080-NT fibrosarcoma viability, CellTiter-Glo ATP luminescence, 48 h; Potency, µM (titrated, usually from 46.1 µM), inactives show at the top dose activity, negative = less viability, actives largely listed as cytotoxic; 360,000 compounds, 1.6% hits; AID 686970;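 also: NT is the 2HG producing partner of a matched IDH1 knockdown line; potency is read from the fitted curve at half-maximal effect; 0% = DMSO-treated cells and -100% = media-only wells without cells; nearly all actives have a fitted effect of over 55% in size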
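A 48-hour cytotoxicity screen used HT-1080-NT cells plated 2 hours before compound delivery. ATP-based CellTiter-Glo luminescence measured viability, normalized to DMSO and no-cell controls.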
WRN inhibitor: WRN helicase (human) inhibition. Q14191. WRN helicase unwinding, fluorescent forked duplex, kinetic. Potency, µM (highest dose often 114 µM), for inactives: at the highest dose activity change, negative = inhibition, hits mostly inhibitors. 360,000 compounds, 0.46% hits. AID 651768; also: potency is read from the fitted curve at half-maximal effect; % is scaled to controls: 0 for no effect and ±100 for the full control effect; nearly all actives have a fitted effect of over 55% in size
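Enzyme (20 nM final) and test compound sit together 15 min at room temperature before substrate addition. Substrate is a single-forked duplex oligonucleotide (100 nM) labelled with fluorophore and quencher, with 2 mM ATP; helicase unwinding raises red fluorescence, read kinetically.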
ATXN2 expr inh: reduces ATXN2 reporter expression in HEK-293 cells. AID 1745845. HEK-293 ATXN2-luciferase reporter, luminescence, 24 h. Potency, µM (series often up to 57 µM), for inactives: at the top dose activity change, negative = inhibition, usual class: inhibitors. 360,000 compounds, 0.72% hits; also: potency is read from the fitted curve at half-maximal effect; % is scaled to controls: 0 for no effect and ±100 for the full control effect; nearly all actives have a fitted effect of over 55% in size
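ATXN2-luciferase reporter cells (luciferase flanked by upstream and downstream ATXN2 gene portions) were treated 24 h at 37 °C with compounds at up to 57 uM. SteadyGlo luminescence gave expression; GF-AFC fluorescence gave viability.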
SW480 rereplic: inducers of DNA re-replication in SW480 colon cancer cells | SW480 DNA re-replication, Hoechst DNA content imaging, 48 h | 340,000 compounds, 1.8% hits | Potency, µM (highest dose often 46.1 µM), for inactives: top-dose re-replication activation, usual class: activators; also: potency is read from the fitted curve at half-maximal effect; % of control where 0% means no effect; nearly all actives have a fitted effect of over 55% in size
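SW480 cells exposed to compounds for 48 hr at 37 C, 5% CO2, then Hoechst-stained 40 min. Nuclear DNA content imaged by fluorescence scanning (405 nm excitation, 500-530 nm emission); re-replication scored as increased high-intensity nuclei.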
Numbers without * were called inactive; ? = inconclusive; / = no result given; [ ] = dose if it differs, or a comment. Unless noted, calls follow the shape of the dose curve; as a rule, active = well fitted curve in the direction sought with a large enough effect; inconclusive = small, poorly fitted or top-dose-only effect, or another doubt; inactive = no such curve, though single readings can be large; an effect the other way counts as inactive or inconclusive.

Value order: WRN inhibitor, KB-3-1 cytotox, MCF10A rerep, IL-1B inflam inh, SW480 rereplic, HT1080 IDH1KD tx, KB-V1 cytotox, ATXN2 expr inh, HT1080NT lethal
> O=[N+]([O-])c1c(NCCCO)cc(Sc2ccc(Cl)cc2)c2nonc12
→ -10%, ?, 13µM*, -106*, -30%, -2%, -18%, ?, 2%
> COc1ccc(CCNC(=O)/C(=C/c2cccnc2)NC(=O)c2ccccc2)cc1OC
→ -1%[57.1 µM], 3%, -4%, 32, -1%, -1%, -2%, 24%, 14%
> CN(C)S(=O)(=O)c1ccc(Cl)c(C(=O)Nc2cccc([N+](=O)[O-])c2)c1
→ -5%, ?, -4%, -25, -23%, -16%, -12%, -29%, -22%
> COc1ccc(F)cc1S(=O)(=O)Nc1ccc2c(c1)OCO2
→ -6%, -4%, 0%, 3, 0%, -13%, -26%, -1%, -2%
> Nc1ccnn1Cc1cccs1
→ 2%, 5%, 5%, 18, -1%, 3%, 2%, -4%, -1%
> CN1CCC(N(C)C(=O)c2ccc(Cl)c(S(=O)(=O)N(C)c3ccc(Cl)cc3)c2)CC1
→ 2%, 3%, ?, -6, -9%, -5%, 1%, -16%, -7%
> Cc1cc(OCC(=O)NCC2CCC(C(=O)O)CC2)c2c(C)cc(=O)oc2c1 (stereo not given)
→ 3%, 0%, -1%, 5, -6%, 5%, 26%, -4%, 1%
> O=S(=O)([O-])CCC[N+]1(CC#Cc2ccccc2)CCCCC1
→ 1%, 5%, 2%, 5, -80%[inhibitor], 0%, 14%, /, -1%
> CCCCn1c(SCC(=O)Nc2cc(C(F)(F)F)cc(C(F)(F)F)c2)nnc1C(CC)N(C)C (stereo not given)
→ -13%, 0%, ?, -9, ?, -23%, 15µM*, ?, -25%
> CC(=O)Oc1ccc(-c2csc(Nc3ccc(S(N)(=O)=O)cc3)n2)cc1
→ -13%[57.1 µM], 2%, 14%, -80*, -30%[1.84 µM], -22%, 3%, -17%, -10%
> COc1ccccc1OCCNC(=O)CCNC(=O)c1ccccc1OC
→ 7%, 3%, 8%, 8, -2%, 5%, 14%, /, -1%
> COC(=O)c1cc(-c2ccc(OC)cc2)nc2nc(SC)[nH]c(=O)c12
→ -15%, -4%, 2%, -14, ?, 2%, -3%, 0%, -2%
> CC(=O)c1cc(-c2ccccc2)n(CC(=O)NC2CCCC2)c1C
→ 9%, -3%, -2%, -10, -15%, 1%, -16%, -1%, 9%
> O=C(CSc1cn[nH]n1)Nc1nc2ccccc2s1
→ -12%, -22%, -3%, 21, 0%, -11%, -8%, 10%, 1%
> CC1(C)CC(=O)N(c2ccccc2)C1(C)O (stereo not given)
→ -7%, -3%, -2%, -9, -3%, -1%, -1%, -5%, -1%
> CCc1ccc(C2=C/C(=C/c3cccnc3)C(=O)O2)cc1
→ 10%, 17%, -3%, 1, -19%, 1%, -3%, 4%, 11%
> CC(=C/c1ccccc1)/C=N/n1cnnc1
→ 4%, -3%, -2%, -2, -17%, 1%, 4%, /, -1%
> C=C1CSc2nc(=O)c3c4c(sc3n21)CCCC4
→ -25%, 12%, ?, 8, -9%, 6%, -4%, -2%, 0%
> COc1ccc(N2C(=O)C3NN=C(C(=O)OCc4ccccc4)C3C2=O)cc1 (stereo not given)
→ -1%, 1%, -2%, 10, 4%, 10%, 0%, 8%[11.3 µM], 16%
> CCCc1cc(=O)[nH]c(SCC(=O)NC)n1
→ 0%, -5%, 3%, 0, 0%, 6%, 13%, 1%, 6%
> COc1ccc(COc2ncnc3ccc(Br)cc23)cc1F
→ 0%, 23%, 1%, -65*, -1%, -24%, ?, -8%, -18%
> CN(C(=O)c1ccc(NC(=O)Cc2cccc(NC(=O)C3CCN(C(=O)CCc4ccccc4)CC3)c2)cc1)C1CCCC1
→ 0%, -2%, 21%, -5, 8%, -10%, -13%, -16%, -9%
> Cc1ccc(N2C(=O)/C(=C/c3cccnc3)SC2=S)cc1
→ 8%, -3%, 0%, -6, 2%, 6%, 24%, 7%, 14%
> CC(C)CCNC(=O)c1c[nH]c2ccc(S(=O)(=O)N3CCC4(CC3)OCCO4)cc2c1=O
→ -14%, 8%, ?, 6, -2%, -2%, 3%, 7%, -1%
> COc1ccc(-c2c(-c3cc(OC)cc(OC)c3)n(C)c3ccc(-c4cc(F)cc(OC)c4)cc23)cc1
→ 1%, -24%, -1%, 9, 3%, -1%, -6%, -4%, 5%
> COc1ccc(-n2cc(CNCCCn3ccnc3)c(-c3cccc(F)c3)n2)cc1
→ 1%, -21%, ?, ?, ?, ?, 10%, -29%, -25%
> O=CN1CCN(S(=O)(=O)c2ccc(Cl)c(C(=O)O)c2)CC1
→ 10%[57.1 µM], -8%, -24%, 17, -37%[inhibitor][1.84 µM], 15%, -2%, -5%, 23%
> Cc1oc(C(C)(C)C)cc1C(=O)N1CCN(c2ccc(C(F)(F)F)cn2)CC1
→ 0%, -6%, 6%, 0, -13%, -6%, -24%, /, -21%
> CC(C)[C@H](NC(=O)[C@@H]1Cc2ccccc2CN1)C(=O)NC1CCCCC1
→ 19%, -5%, 4%, 9, ?, 1%, -5%, -4%, -8%
> COc1ccc(N2CCN(C(=O)C(=O)c3cc(OC)c(OC)c(OC)c3)CC2)cc1
→ -4%, 8%, /, 10, /, 17%, ?, /, 1%
> CC(/C=C/c1ccccc1)=N\NC(=O)c1ccc2c(c1)OCCO2
→ -28%[57.1 µM], ?, 21%, -11, 18µM*, -26%, -18%, 11%, -14%
> CCc1nnc(NC(=O)c2c(-c3ccccc3)noc2C)s1
→ 5%, 12%, -1%, 5, 0%, 8%, -11%, -23%, 7%
> CC(C)c1ccc(C(=O)NCCCc2ccccc2)cc1
→ 8%, 5%, 11%, -3, 3%, -4%, 5%, 72%[activator], -5%
> CCOC(=O)CC(=O)CSc1nc2cc(C)ccc2cc1C
→ -14%, -3%, ?, 47, -7%, -9%, -18%, 2%, -9%
> O=S(=O)(CCc1ccccc1)/N=C/c1cccs1
→ 0%, 3%, 0%, -1, -1%, 14%, 12%, -12%, 15%
> O=S(=O)(NCCc1ccccc1)c1cccc2nsnc12
→ -7%, 6%, 5.2µM*, -12, ?, 18%, ?, 7%, 2%
> S=C(NCc1ccc(Cl)c(Cl)c1)Nc1ccc2c(c1)OCO2
→ 7%, 21%, ?, 0, -87%[inhibitor], 12%, -11%, 0%, 0%
> O=C(NCCc1ccccc1)c1cccc(Br)c1
→ 6%, -5%, -1%, -18, 10%, 8%, 3%, /, 3%
> CCCN1Cc2cccc(C(=O)NCc3ccccc3)c2C1=O
→ -8%, 0%, 14%, -6, -5%, -22%, 0%, -8%, -2%[9.24 µM]
> Cc1ccccc1NC1C=CS(=O)(=O)C1 (stereo not given)
→ -5%, 5%, 5%, -1, 1%, 3%, 18%, 0%, 5%
> COc1ccc(-c2nn(CCC(=O)O)cc2/C=C2\SC(N)=NC2=O)cc1
→ ?, 13%, 2%, 0, -4%, 13%, -7%, 3%, 21%
> CCOC(=O)CCSCC(=O)N1N=C(c2cccs2)CC1c1ccc(C)cc1 (stereo not given)
→ -7%, 10%, 4%, -9, -7%, 4%, -2%, 0%, 7%
> CC12CCC(=O)N1C(C(=O)Nc1cc(C(F)(F)F)ccc1N1CCCCC1)CS2 (stereo not given)
→ -10%, -19%, ?, -14, 14%, 0%, -5%, -7%, 7%
> CC(C)C(c1nnnn1C1CCCC1)N1CCN(c2ccccc2F)CC1 (stereo not given)
→ 6%, 0%, -5%, -23, 0%, -1%, 0%, -3%, -3%
> Cc1nccc(-c2sc(-c3cccs3)nc2C)n1
→ -11%, 3%, ?, 28, ?, 14%, -23%, /, 26%
> CCc1noc(C)c1C(=O)Nc1nc(-c2cc(OC)ccc2OC)cs1
→ -5%, -2%, 7%, -11, 8%, -16%, -20%, -7%, -18%
> COc1ccc(C(=O)C2CCN(CC(=O)Nc3cc(C)cc(C)c3)CC2)cc1
→ -2%, -8%, ?, -22, 28%, -4%, ?, -30%, -6%
> Cc1[nH]c2ccccc2c1C(C[N+](=O)[O-])c1cccs1 (stereo not given)
→ -14%, -16%, ?, -96*, 11%, ?, -21%, /, ?
> CC(C)c1nnc(NC(=O)CCC(=O)N2CCN(C3c4ccccc4-c4ccccc43)CC2)s1
→ -1%, 1%, 7%, -14, -2%, -14%, ?, 3%, -1%
> COc1ccc(-c2ccc3c(c2)S(=O)(=O)c2cccc(C(=O)O)c2C3=O)cc1OC
→ -11%, 7%, 5%, 21, 2%, 0%, 21%, -1%, 0%
> Cc1ccc(SCC(=O)Nc2nnc(C(C)(C)C)s2)cc1
→ 12%, 7%, ?, 19, 0%, 3%, -1%, 6%, -2%
> O=C(NCc1cccnc1)c1ccc(Cn2c(=S)[nH]c3ccc(Br)cc3c2=O)cc1
→ -34%, 0%, ?, 27, -3%, -1%, 3%, -12%, 0%
> CC(C(=O)Nc1ncn[nH]1)N1C(=O)c2ccccc2C1=O (stereo not given)
→ -1%, 17%, -2%, 24, -4%, 0%, 0%, 5%, 9%
> Cc1ccc(F)c(S(=O)(=O)NC(=O)C2(C)CCN2C(=O)COc2ccc(Cl)cc2)c1 (stereo not given)
→ -3%, 0%, /, 12, /, 18%, 6%, 17%, ?
> Cc1cc(Cl)c2oc(C(=O)N3CCN(C(=O)c4ccco4)CC3)c(C)c2c1
→ -4%, 5%, 17%, -7, -44%[inhibitor], -8%, -5%, 37%[activator], -17%
> COc1cc(NC(=O)C(C)Oc2ccccc2)c(C(=O)O)cc1OC (stereo not given)
→ -3%, 13%, 0%, 11, -21%, 15%, 0%, 2%, 9%
> Cc1nc(N2CCN(C)CC2)c2c(C)c(C(=O)Nc3ccc(F)cc3)sc2n1
→ 4%, -9%, -2%, -78*, 0%, 0%, 1%, -11%, -2%
